# KDM4C inh = blocks human GASC-1 (KDM4C) demethylase activity. Q9H3R0. GST-KDM4C 2-372, H3K9me3 peptide, LANCE TR-FRET. inhibition, % at 12.5 µM. actives 0.15% (n = 96,000);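 active = mean replicate inhibition above about 25%, with at least 55% of replicates also reaching it, limit read from the data, passing the limit was not always enough; inconclusive = only one of those two conditions met; inactive = neither condition met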
# Target sequence (Q9H3R0 2-372 limits assumed): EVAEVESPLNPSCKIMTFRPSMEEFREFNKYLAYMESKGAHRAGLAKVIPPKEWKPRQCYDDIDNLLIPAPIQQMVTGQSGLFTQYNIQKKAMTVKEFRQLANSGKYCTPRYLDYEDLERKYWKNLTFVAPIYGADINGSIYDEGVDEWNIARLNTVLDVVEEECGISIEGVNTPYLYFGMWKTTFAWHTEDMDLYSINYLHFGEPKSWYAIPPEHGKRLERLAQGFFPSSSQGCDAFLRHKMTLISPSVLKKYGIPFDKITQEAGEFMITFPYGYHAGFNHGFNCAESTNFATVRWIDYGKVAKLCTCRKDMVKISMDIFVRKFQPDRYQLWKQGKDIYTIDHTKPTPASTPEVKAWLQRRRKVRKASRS
#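 System: N-terminal GST-fused human GASC-1 (KDM4C) fragment, residues 2-372; amount: enzyme final amount 10 nM; incubation: reaction 30 min RT, detection step 1 h RT; medium: HEPES buffer, pH 7.5, plus ascorbate; technique: LANCE TR-FRET, Eu antibody, ULight-streptavidin, EDTA, ex 340 nm, em 618/671 nm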
# C diff HTS = blocks growth of Clostridium difficile; Clostridium difficile clinical isolate growth, OD600, 24 h; hits give low values; growth activity, negative = inhibition, % at 16 µg/mL (by protocol); actives 0.25% (n = 86,000); AID 1259249;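 active = mean growth activity at or below -80% and every replicate also at or below -80%; inconclusive = mean at or below -80% but some replicate above -80%; inactive = mean growth activity above -80%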;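 note: 0% = DMSO wells and -100% = levofloxacin 16 µg/mL wells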
# Tcruzi prolif = inhibitors of T. cruzi proliferation; inhibition, % at 8.34 µM; actives 5.9% (n = 77,000); AID 624255; T. cruzi beta-gal in NIH3T3, GalScreen luminescence, 90 h;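 active = mean inhibition above about 93%, with at least 55% of replicates each passing it, limit read from the data, passing the limit was not always enough; inconclusive = only one of those two conditions holds; inactive = neither condition holds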
# Pf Dd2 growth = blocks growth of Plasmodium falciparum Dd2 parasites. P. falciparum Dd2 growth, SYBR Green, 72 h; hits give low values. activity change, % at 10 µM. actives 2.3% (n = 94,000). AID 1159554; in the data active = activity change below about -80%; inconclusive = no clear call, values can overlap the other calls
# The depositor's hits bear a star; ? = inconclusive; / = no result given; & = joins results of further samples.
SMILES,C diff HTS,Tcruzi prolif,KDM4C inh,Pf Dd2 growth
C[C@H](CO)N1C[C@H](C)[C@@H](CN(C)C(=O)C2CCC2)Oc2ncc(C#CC(C)(C)O)cc2C1=O,-1,-27,3.0,51
Cc1noc(C)c1NC(=O)Nc1ccc2c(c1)C(=O)N([C@@H](C)CO)C[C@@H](C)[C@H](CN(C)Cc1ccncc1)OCCCC[C@H](C)O2,-3,32,/,10
C[C@@H]1CN([C@H](C)CO)C(=O)c2cc(-c3ccc(F)cc3)cnc2O[C@H]1CN(C)C(=O)Nc1ccccc1F,-5,45,-0.5,-19
O=C(C[C@H]1C[C@@H]2c3cc(NC(=O)C4CCOCC4)ccc3O[C@@H]2[C@H](CO)O1)NCc1ccncc1,-5,-18,2.9,12
C[C@@H]1CCCCO[C@H](CN(C)S(=O)(=O)c2cccs2)[C@@H](C)CN([C@H](C)CO)C(=O)c2cc(NS(C)(=O)=O)ccc2O1,0,-21,-0.3,-26
Cc1ccccc1-c1ccc(C2[C@@H]3CN(S(=O)(=O)c4cn(C)cn4)C[C@H]2N3)cc1 (stereo partly specified),2&-10,/,-0.1&1.0,17&-16
C[C@@H]1CN([C@H](C)CO)C(=O)c2cc(NC(=O)CCCN(C)C)ccc2O[C@@H]1CN(C)Cc1ccc(C(=O)O)cc1,6,21,7.2,0
CO[C@@H]1CC[C@@H]2CCOc3ccc(C#N)cc3C(=O)N(C)CCCC(=O)N(C)C[C@H]1O2,9,0,-1.1,/
COCc1cn(CC[C@H]2CC[C@H](NC(=O)Nc3ccc(C(F)(F)F)cc3)[C@@H](CO)O2)nn1,7,11,0.1,-14
C[C@H]1CN([C@@H](C)CO)C(=O)c2cc(C#CC3(O)CCCC3)cnc2O[C@@H]1CN(C)C(=O)Cc1cccnc1,-6,/,-0.8,22
CO[C@H]1CN(C)C(=O)c2cc(NS(=O)(=O)c3cn(C)cn3)ccc2OC[C@H](C)N(CC2CC2)C[C@H]1C,/,0,-0.7,4
C[C@@H]1CN([C@@H](C)CO)C(=O)Cc2cc(NC(=O)Cc3ccccc3)ccc2O[C@H]1CN(C)C(=O)Nc1ccc(C(F)(F)F)cc1,12,53,0.5,-44
COc1ccc(CN(C)C[C@H]2OCCCC[C@@H](C)Oc3ccc(NS(C)(=O)=O)cc3C(=O)N([C@H](C)CO)C[C@H]2C)cc1,2,67,2.7,25
COc1ccc(S(=O)(=O)Nc2ccc3c(c2)C(=O)N([C@H](C)CO)C[C@H](C)[C@H](CN(C)C)OCCCC[C@@H](C)O3)cc1,1,42,7.4,22
CC(C)c1cn(CC[C@H]2CC[C@H](NS(=O)(=O)c3ccc(F)cc3)[C@@H](CO)O2)nn1,-1,60,1.0,0
C[C@@H]1CCCCO[C@@H](CN(C)S(C)(=O)=O)[C@H](C)CN([C@@H](C)CO)C(=O)c2cc(NC(=O)CCC(F)(F)F)ccc2O1,-1,72,1.0,21
C[C@@H]1CN([C@@H](C)CO)S(=O)(=O)c2ccc(-c3ccc(F)cc3)cc2O[C@H]1CN(C)C(=O)C1CC1,-7,-105,0.0,-26
COC(=O)C[C@H]1CC[C@H]2[C@@H](COC[C@H](O)CN2S(=O)(=O)c2ccc(F)cc2)O1,9&-5,-41,0.9,-11
C[C@H]1CN([C@@H](C)CO)C(=O)c2cccc(NC(=O)c3ccncc3)c2O[C@H]1CN(C)C(=O)Nc1ccc(F)cc1,2,84,1.8,-31
C[C@H](CO)N1C[C@H](C)[C@@H](CN(C)S(=O)(=O)c2cn(C)cn2)Oc2c(NS(=O)(=O)c3ccccc3)cccc2C1=O,-2,/,-0.5,21
Cc1noc(C)c1S(=O)(=O)Nc1ccc2c(c1)C(=O)N([C@@H](C)CO)C[C@H](C)[C@@H](CN(C)Cc1ccc(C(=O)O)cc1)OCCCC[C@H](C)O2,2,62,3.8,37
O=C(c1cnccn1)N1CC[C@@H]2[C@H](CO)Nc3ccc(-c4ccccc4F)cc3[C@@H]21,-10,97,-0.4,-28
C[C@H]1CCCCO[C@@H](CN(C)Cc2ccccc2)[C@@H](C)CN([C@@H](C)CO)C(=O)c2cc(NC(=O)C3CCCCC3)ccc2O1,-3,106,0.6,-58
COc1ccc2c3c([nH]c2c1)[C@H](CO)N(Cc1ccccc1)CC31CCN(CC2CC2)CC1,8,/,1.1,-93*
CO[C@@H]1CN(C)C(=O)c2cc(NS(=O)(=O)c3cccc(F)c3)ccc2OC[C@H](C)N(C(=O)Cc2cccnc2)C[C@H]1C,/,19,0.1,11
CC(C)NC(=O)Nc1ccc2c(c1)C(=O)N([C@H](C)CO)C[C@H](C)[C@H](CN(C)S(=O)(=O)c1ccc(F)cc1)O2,0,32,0.4,12
CN1c2ccc(-c3ccc(F)cc3)cc2[C@H]2[C@H](CCN2C(=O)c2ccncc2)[C@H]1CO,-2,92,0.0,-13
Cc1ccc(S(=O)(=O)Nc2ccc3c(c2)C(=O)N([C@H](C)CO)C[C@H](C)[C@@H](CN(C)Cc2ccncc2)O3)cc1,-4,25,3.5,8
CC(C)(O)C#Cc1cccc(-c2nc(C(=O)O)cc3c2[C@@H](CCO)N(S(=O)C(C)(C)C)C3)c1 (stereo partly specified),-5,/,3.2,48
C[C@@H]1CN([C@H](C)CO)C(=O)c2cc(NC(=O)NC3CCCCC3)ccc2O[C@@H](C)CCCCO[C@H]1CN(C)Cc1ccccc1,-7,-6,-0.7,-65
COc1ccc2c3c([nH]c2c1)[C@@H](CO)N(Cc1cc(F)ccc1F)CC31CN(C(=O)C2CCC2)C1,-3,/,2.0,-89*
O=C(C[C@H]1C[C@H]2c3cc(NC(=O)NC4CCCCC4)ccc3O[C@H]2[C@@H](CO)O1)NCc1ccncc1,/,5,-0.3,7
CCC(=O)N(C)C[C@H]1Oc2cc(-c3cccc(OC)c3)ccc2S(=O)(=O)N([C@H](C)CO)C[C@H]1C,0,-22,-0.2,24
CC(C)C#Cc1ccc2c(c1)O[C@@H](CN(C)C(=O)Cc1ccccn1)[C@H](C)CN([C@H](C)CO)S2(=O)=O,0,20,-1.4,-53
O=C(C[C@H]1CC[C@@H]2[C@H](COC[C@H](O)CN2Cc2ccccc2)O1)NCCCN1CCOCC1,/,81,1.3,10
C[C@H](CO)N1C[C@H](C)[C@H](CN(C)Cc2ccccc2)Oc2ccc(NC(=O)C3CCCCC3)cc2CC1=O,2,28,-0.8,5
C[C@H]1CN([C@@H](C)CO)C(=O)c2cc(C#CC(C)(C)O)cnc2O[C@H]1CN(C)Cc1cncnc1,2,68,-4.5,?
C[C@@H]1CN([C@@H](C)CO)C(=O)c2cc(C#CCN(C)C)cnc2O[C@H]1CN(C)C(=O)c1cccc(F)c1,2,82,0.7,0
C[C@H](CO)N1C[C@H](C)[C@H](CN(C)Cc2ccc(O)cc2)OCc2cn(nn2)CCCC1=O,/,3,3.6,12
Cc1noc(C)c1NC(=O)Nc1cccc2c1O[C@@H](CN(C)Cc1ccccc1)[C@H](C)CN([C@@H](C)CO)C2=O,1,34,2.0,-7
O=C(c1cccnc1)N1CC2(C1)[C@H](c1ccccc1)[C@H](CO)N2C(=O)c1cccnc1,6,/,0.1,8
CN1CCN(C(=O)C[C@H]2CC[C@@H]3[C@H](COC[C@@H](O)CN3CC3CCOCC3)O2)CC1,-2&-4,49,0.7,-15
CCCNC(=O)Nc1ccc2c(c1)C(=O)N(C)C[C@@H](OC)[C@@H](C)CN(C(=O)C1CCCCC1)[C@H](C)CO2,-3,-32,0.3,15
CC(=O)N[C@@H]1C=C[C@H](CC(=O)NCC2CCCCC2)O[C@H]1CO,-1,38,0.0,4
O=C(NCCN1CCCCC1)[C@H]1[C@H](CO)[C@H]2Cn3c(cccc3=O)[C@@H]1N2C(=O)C1CC1,0,23,-0.7,15
COc1ccc(C#Cc2ccc([C@@H]3[C@@H](CO)N4C(=O)CN(C(=O)NC(C)C)C[C@H]34)cc2)cc1,23,/,-2.5,-27
CCCNC(=O)Nc1ccc2c(c1)C(=O)N(C)[C@@H]1CC[C@@H](CC(=O)O)O[C@H]1CO2,-4,-10,-0.2,-19
C[C@H](CO)N1C[C@H](C)[C@H](CN(C)S(C)(=O)=O)Oc2c(NC(=O)C3CC3)cccc2C1=O,-2,13,0.2,8
C[C@H]1CN([C@@H](C)CO)C(=O)Cc2cc(NC(=O)C3CCCCC3)ccc2O[C@@H]1CN(C)C(=O)Nc1ccc2c(c1)OCO2,-1,9,-1.1,13
COCC#Cc1ccc2c(c1)O[C@@H](CN(C)Cc1cncnc1)[C@H](C)CN([C@@H](C)CO)S2(=O)=O,0,106*,-0.1,8
CN(C)C(=O)c1ccc(-c2ccc(C3[C@H]4CNC[C@@H]3N4S(=O)(=O)c3ccc(Cl)cc3)cc2)cc1 (stereo partly specified),-5,/,2.9,-6
C[C@@H]1CN([C@@H](C)CO)C(=O)Cc2cc(NC(=O)Cn3cnnn3)ccc2O[C@H]1CN(C)S(=O)(=O)c1ccc(Cl)cc1,-3,11,0.1,-14
C[C@H]1CN([C@@H](C)CO)C(=O)Cc2cc(NC(=O)Cc3cn(C)c4ccccc34)ccc2O[C@H]1CN(C)C(=O)Nc1ccccc1,9,14,-1.2,-19
C[C@@H]1CCCCO[C@H](CN(C)C(=O)NC2CCCCC2)[C@H](C)CN([C@@H](C)CO)C(=O)c2cc(NS(=O)(=O)c3cccs3)ccc2O1,2,-53,1.0,-20
O=C(Nc1ccc(Cl)cc1)N[C@H]1CC[C@H](CCn2cc(Cc3ccccc3)nn2)O[C@H]1CO,2,-21,-0.8,30
Cc1ccc(-c2cnc3c(c2)C(=O)N([C@@H](C)CO)C[C@H](C)[C@@H](CN(C)C(=O)Cc2ccccc2)O3)cc1,-10,60,0.2,-16
CCCNC(=O)N[C@H]1C=C[C@H](CC(=O)NC2CCCCC2)O[C@H]1CO,/,-6,-0.6,4
N#Cc1cccc(-c2ccc([C@H]3[C@@H](CO)N4CCCCN(Cc5ccccc5F)C[C@@H]34)cc2)c1,34,99*,-1.9,22
COc1ccc(NC(=O)N(C)C[C@H]2Oc3c(NC(=O)Nc4ccc(C(F)(F)F)cc4)cccc3C(=O)N([C@H](C)CO)C[C@@H]2C)cc1,4,43,/,-16
COc1ccc2c3c([nH]c2c1)[C@H](CO)N(C(=O)Cc1ccccn1)CC31CCN(Cc2ccccn2)CC1,10,/,-0.1,18

# Remaining list, next part
SMILES,C diff HTS,Tcruzi prolif,KDM4C inh,Pf Dd2 growth
CCCNC(=O)N(C)C[C@H]1Oc2ncc(-c3ccncc3)cc2C(=O)N([C@@H](C)CO)C[C@@H]1C,-1,-21,-0.3,39
N#Cc1ccc(-c2ccc(C3[C@@H]4CN(C(=O)c5cccnc5)C[C@H]3N4)cc2)cc1 (stereo partly specified),-3&-6,/,-0.3&-2.5,16&-27
O=C(C[C@@H]1C=C[C@@H](NS(=O)(=O)c2ccccc2)[C@H](CO)O1)N1CCN(c2ccccc2)CC1,1,/,0.8,2
C[C@H]1CN([C@@H](C)CO)C(=O)c2cccc(NC(=O)C3CC3)c2O[C@H]1CN(C)Cc1ccncc1,-1,4,4.3,34
COc1ccc(NC(=O)N(C)C[C@@H]2Oc3ncc(-c4ccc(C#N)cc4)cc3C(=O)N([C@H](C)CO)C[C@H]2C)cc1,3,/,4.5,-2
C[C@H](CO)N1C[C@H](C)[C@@H](CN(C)CC2CC2)OCCCC[C@H](C)Oc2ccc(NC(=O)CCCCCC(=O)Nc3ccccc3N)cc2C1=O,1,59,-1.2,-58

# Full records as entered above. Order of screens: C diff HTS | Tcruzi prolif | KDM4C inh | Pf Dd2 growth
# `Cc1noc(C)c1NC(=O)Nc1cccc2c1O[C@@H](CN(C)Cc1ccccc1)[C@H](C)CN([C@@H](C)CO)C2=O` as listed: 1 | 34 | 2.0 | -7
# `C[C@H]1CN([C@@H](C)CO)C(=O)c2cc(C#CC3(O)CCCC3)cnc2O[C@@H]1CN(C)C(=O)Cc1cccnc1` as listed: -6 | / | -0.8 | 22
# `COc1ccc(CN(C)C[C@H]2OCCCC[C@@H](C)Oc3ccc(NS(C)(=O)=O)cc3C(=O)N([C@H](C)CO)C[C@H]2C)cc1` as listed: 2 | 67 | 2.7 | 25
# `COc1ccc(NC(=O)N(C)C[C@H]2Oc3c(NC(=O)Nc4ccc(C(F)(F)F)cc4)cccc3C(=O)N([C@H](C)CO)C[C@@H]2C)cc1` as listed: 4 | 43 | / | -16
# `COCC#Cc1ccc2c(c1)O[C@@H](CN(C)Cc1cncnc1)[C@H](C)CN([C@@H](C)CO)S2(=O)=O` as listed: 0 | 106* | -0.1 | 8

# Compounds as they come. About 7% of those tested had a hit in this group.
